KB-3-1 cytotox – kills parental KB-3-1 adenocarcinoma cells. Potency, µM (doses to about 46.1 µM), inactives show at the highest dose activity change, negative = cytotoxic, actives largely listed as cytotoxic. KB-3-1 viability, CellTiter-Glo ATP luminescence, 72 h. AID 1347075. hit rate 1.4% among 400,000; further: potency means the concentration at half of the fitted maximal effect; on the % scale 0 is the no-effect control and ±100 the full control effect; nearly all actives have a fitted effect of over 60% in size
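Parental KB-3-1 adenocarcinoma cells in phenol-red-free DMEM with 10% FBS were pin-treated with compounds at several concentrations, incubated 72 h at 37 °C, and viability read by CellTiter-Glo luminescence; concentration-effect curves were fitted after normalization.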
SW480 rerep – inducers of DNA re-replication in SW480 colon cancer cells; SW480 DNA re-replication, Hoechst DNA content imaging, 48 h; Potency, µM (highest dose often 46.1 µM), for the others: top-dose re-replication activation, most hits filed as activators; hit rate 1.8% among 340,000; further: potency means the concentration at half of the fitted maximal effect; % of control where 0% means no effect; nearly all actives have a fitted effect of over 55% in size
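Treated cells incubate 48 hr (37 C, 5% CO2), are stained 40 min with Hoechst, and nuclear fluorescence is enumerated; a rise in nuclei with high DNA signal marks re-replication.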
MCF10A rerep – DNA re-replication induction in MCF 10a cells; hit rate 2.9% among 350,000; AID 624296; MCF 10A DNA re-replication, Hoechst nuclear intensity, 48 h; Potency, µM (top dose mostly 46.1 µM), inactives show top-dose activity, positive = re-replication, hits mostly activators; further: potency means the concentration at half of the fitted maximal effect; % of control where 0% means no effect; nearly all actives have a fitted effect of over 50% in size
KB-V1 MDR tox – KB-V1 MDR subline cytotoxicity; KB-V1 MDR cells viability, CellTiter-Glo, 72 h; Potency, µM (doses to about 46.1 µM), without a hit: at the highest dose activity change, negative = cytotoxicity, most hits filed as cytotoxic; hit rate 3.4% among 400,000; AID 1347076; further: potency means the concentration at half of the fitted maximal effect; on the % scale 0 is the no-effect control and ±100 the full control effect; nearly all actives have a fitted effect of over 60% in size
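Cells of the MDR subline KB-V1 are plated, dosed with compound at multiple concentrations, and incubated 72 h at 37 degrees C; CellTiter-Glo is then added and luminescence read after 10 min.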
ATXN2 expr inh – ATXN2 expression inhibition | HEK-293 ATXN2-luciferase reporter, luminescence, 24 h | Potency, µM (highest dose often 57 µM), inactives show at the highest dose activity change, negative = inhibition, hits mostly inhibitors | hit rate 0.72% among 360,000 | AID 1745845; further: potency means the concentration at half of the fitted maximal effect; on the % scale 0 is the no-effect control and ±100 the full control effect; nearly all actives have a fitted effect of over 55% in size
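qHTS (up to 57 uM final) was run with 24 h compound exposure of reporter cells at 37 °C. Each well was multiplexed: SteadyGlo luminescence measured ATXN2-luciferase expression after a fluorogenic Gly-Phe-AFC viability readout (25 uM final).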
HT1080NT lethal – kills 2HG-producing HT-1080-NT fibrosarcoma cells; HT-1080-NT fibrosarcoma viability, CellTiter-Glo ATP luminescence, 48 h; Potency, µM (top dose mostly 46.1 µM), for the others: at the top dose activity, negative = less viability, actives largely listed as cytotoxic; hit rate 1.6% among 360,000;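 further: NT is the 2HG producing partner of a matched IDH1 knockdown line; potency means the concentration at half of the fitted maximal effect; 0% = DMSO-treated cells and -100% = media-only wells without cells; nearly all actives have a fitted effect of over 55% in size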
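A 48-hour cytotoxicity screen used HT-1080-NT cells plated 2 hours before compound delivery. ATP-based CellTiter-Glo luminescence measured viability, normalized to DMSO and no-cell controls.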
HT1080 IDH1KD tx – kills HT-1080 cells with IDH1 knockdown; HT-1080 IDH1 knockdown viability, ATP luminescence, 48 h; hit rate 2% among 360,000; Potency, µM (top dose mostly 46.1 µM), for inactives: top-dose activity, negative = toxicity, most hits filed as cytotoxic; AID 686971;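 further: potency means the concentration at half of the fitted maximal effect; 0% = DMSO wells and -100% = cell-free medium wells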
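Using the IDH1-knockdown HT-1080 line run in the same batch and compound series as the NT line, viability after 48 h at 37 °C was determined by CellTiter-Glo luminescence and expressed as % activity.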
S2 tox – cell viability loss in ATXN counter-screen | S2 cells (HEK-293 line with an ATXN2-luciferase reporter) viability, CellTiter-Fluor protease fluorescence, 24 h | Potency, µM (highest dose often 56.7 µM), usual class: cytotoxic | hit rate 0.49% among 400,000 | AID 651635; further: potency means the concentration at half of the fitted maximal effect; nearly all actives have a fitted effect of over 40% in size
IL1B secr inh – blocks inflammasome-driven IL-1 beta release | THP-1 LPS/ATP IL-1B secretion, AlphaLISA, 16 h; stronger effect = lower value | activity change, % at 57.5 µM | hit rate 4.7% among 360,000 | AID 743279; in the data active means activity change below about -50%; inconclusive means mostly about -30% to -49%; further: on the % scale 0 is the no-effect control and ±100 the full control effect
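Secreted IL-1B measured by AlphaLISA bead assay after 16 h compound exposure of THP-1 cells; compounds (final up to 57.5 uM) added 1 h before LPS (250 ng/mL) and ATP (1.25 mM) stimulation; lower signal means less secretion.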
* marks the source's active call; other numbers are inactive results; i = inactive; ? = inconclusive; / = not tested or not shown; [ ] = another dose, or the depositor's remark. Unless noted, the call rests on the fitted dose curve; in most records, active means well fitted curve in the direction sought with a large enough effect; inconclusive means small, poorly fitted or top-dose-only effect, or another doubt; inactive means no such curve, though single readings can be large; an effect the other way counts as inactive or inconclusive.

SMILES	KB-3-1 cytotox	SW480 rerep	MCF10A rerep	KB-V1 MDR tox	ATXN2 expr inh	HT1080NT lethal	HT1080 IDH1KD tx	S2 tox	IL1B secr inh
COc1ccccc1CC(=O)Nc1ccccc1O	9%	0%	-2%	10%	1%	8%	2%	i	6
CCc1nnc(NC(=O)[C@@H](NC(=O)c2cccc(S(=O)(=O)N(CC)CC)c2)C(C)C)s1	11%	4%	-25%	12%	-26%	3%	-13%	i	-9
COc1ccc(OCC(=O)OCC(=O)NCc2ccco2)cc1	7%	-3%	7%	0%	-6%	1%	-1%	i	38
COc1ccc([C@@H]2[C@@H]3C(=O)N(C(C)(C)C)C(=O)[C@@H]3[C@]3(C)C(=O)N(c4ccc(C(F)(F)F)cc4)C(=O)N23)cc1	6%	-1%	18%	-7%	1%	8%	-1%	i	-7
COc1ccc(CCN2C(=NC(=O)CCC(=O)O)SC3CS(=O)(=O)CC32)cc1 (stereo unspecified)	-3%	2%	20%	-16%	7%	6%	9%	i	7
COc1ccc(C(CCc2ccc(C)o2)NC(=O)Nc2ccc(OC)cc2OC)cc1 (stereo unspecified)	8%	2%	-3%	7.3µM*	11%	4%	?	i	-12
Cc1ccccc1-c1cnn(-c2cccc([N+](=O)[O-])c2)c1N	-10%	28%	-32%[inhibitor]	-10%	33%	15%	10%	i	-2
CCOc1ccc(-c2nc(CSCC(=O)N3CCN(c4cccc(OC)c4)CC3)c(C)o2)cc1	-22%	0%	-4%	-21%	?	-10%	-9%	?	10
CC(C)(C)NC(=O)NC(=O)COC(=O)CCC1CCCCC1	-8%	2%	13%	1%	-30%	-22%	-25%	i	5
C=CCOc1cccc(C2C(C(=O)c3ccc(C)o3)=C(O)C(=O)N2CCN(C)C)c1 (stereo unspecified)	-7%	-3%	3%	-1%	-1%	1%	-2%	i	-10
O=C(Cn1nc(-c2ccccc2)c2ccccc2c1=O)Nc1ccc(F)cc1	0%	-1%	?	-9%	-17%	-19%	-19%	i	-9
Cc1cc(/C=C(\C#N)C(=O)NCc2ccccc2)c(C)[nH]1	9%	/	/	?	/	-25%	-15%	i	-19
O=C(NC1CC1)C1=C[C@@H](c2ccc(Br)cc2)C[C@@H](OCCCCO)O1	6%	-13%	-5%	10%	5%	0%	1%	i	-8
Cc1cccc(NC(=O)[C@H](Cc2c[nH]c3ccccc23)NC(=O)[C@@H]2Cc3ccccc3CN2)c1	5.8µM*	21µM*	16µM*	-26%	-12%	-14%	-27%	?	-1
O=c1[nH]c2ccc(S(=O)(=O)N3CCCC3)cc2[nH]1	?	-10%	-1%	4%	-2%	27%	12%	i	-7
CN(C)CCN(C(=O)c1ccc2ccccc2c1)c1nc2c(F)cc(F)cc2s1	0%	?	2%	-9%	/	1%	0%	i	-4
CCNC(=O)CSc1nc2ccccc2c(=O)n1-c1cccc(OC)c1	-11%	-3%	14%	?	-27%	7%	3%	i	-17
Cc1cnc(C(=O)N(c2ccc(N3CCOCC3)cc2)C2C(=O)Nc3ccccc3N=C2c2ccc3c(c2)OCO3)cn1 (stereo unspecified)	0%	/	/	3%	17%	27%	-1%	?	-16
O=S(=O)(NC1CC1)c1ccc(S(=O)(=O)N2CCCC(c3nc(-c4cccnc4)no3)C2)cc1 (stereo unspecified)	-24%	5%	19%	8.2µM*	-10%	-1%	2%	i	-1
CC(C)CNC(=S)N(CCCO)Cc1cc2cc3c(cc2[nH]c1=O)OCO3	14%	-7%	-3%	0%	-5%	0%	4%	?	-6
CC(=O)Nc1ccc(OCC(O)Cn2c(CO)nc3ccccc32)cc1 (stereo unspecified)	12%	-50%[inhibitor]	-13%	?	-30%	?	0%	i	10
O=S1(=O)CC(N2CC=CC2)CN1C1CCCCC1 (stereo unspecified)	0%	/	/	-13%	2%	22%	22%	i	-9
Cc1noc(C)c1CSCC(=O)Nc1nnc(CC(C)C)s1	0%	-2%	0%	2%	-10%	7%	5%	i	47
COCCCNC(=O)C1CCC(=O)N1Cc1ccccc1Cl (stereo unspecified)	1%	-4%	0%	14%	6%	16%	19%	i	2
Cc1c(NC(=O)Nc2ccc([N+](=O)[O-])cc2)c(=O)n(-c2ccccc2)n1C	2%	?	?	8%	-26%	19%	8%	i	30
O=C(Nc1nc2ccccc2[nH]1)c1ccccc1OC(F)F	?	3%	-4%	-26%	?	-21%	-22%	i	17
O=C(c1ccccc1[N+](=O)[O-])n1cnc2ccccc21	-1%	-3%	-14%	1%	-17%	-1%	1%	i	-9
CC1(C)CCc2cc(-c3ccn(S(=O)(=O)c4ccccc4Cl)n3)ccc2O1	-1%	?	?	?	66%[activator]	-5%	-26%	i	/
Cc1c(NC2=CC(=O)CC(C)(C)C2)ccc([N+](=O)[O-])c1C	13%	2%	-9%	?	-7%[11.3 µM]	1%	10%	i	-1
O=C(NCC(c1cccs1)N1CCOCC1)c1cc(S(=O)(=O)N2CCOCC2)ccc1F (stereo unspecified)	-3%	3.3µM*	22%	-2%	4%	8%	2%	i	-5

Shown as a hit in SW480 rerep (from the list above):
structure	SW480 rerep	IL1B secr inh
Cc1cccc(NC(=O)[C@H](Cc2c[nH]c3ccccc23)NC(=O)[C@@H]2Cc3ccccc3CN2)c1	21µM*	-1
O=C(NCC(c1cccs1)N1CCOCC1)c1cc(S(=O)(=O)N2CCOCC2)ccc1F (stereo unspecified)	3.3µM*	-5

2 neighbouring records already listed:
SMILES	KB-3-1 cytotox	SW480 rerep	MCF10A rerep	KB-V1 MDR tox	ATXN2 expr inh	HT1080NT lethal	HT1080 IDH1KD tx	S2 tox	IL1B secr inh
CN(C)CCN(C(=O)c1ccc2ccccc2c1)c1nc2c(F)cc(F)cc2s1	0%	?	2%	-9%	/	1%	0%	i	-4
CCNC(=O)CSc1nc2ccccc2c(=O)n1-c1cccc(OC)c1	-11%	-3%	14%	?	-27%	7%	3%	i	-17

(cont.)
SMILES	KB-3-1 cytotox	SW480 rerep	MCF10A rerep	KB-V1 MDR tox	ATXN2 expr inh	HT1080NT lethal	HT1080 IDH1KD tx	S2 tox	IL1B secr inh
O=C(CC(=O)NC1CCCCC1)N/N=C/c1cccc2ccccc12	-7%	-6%	-1%	-3%	1%	15%	5%	i	0
Cc1ccc(NC(=O)CCN2CCOCC2)cc1C	11%	-29%	-3%	-9%	16%	4%	9%	i	0
COc1ccc(OC)c(NC(=O)C2C3CC4OC(=O)C2C4C3)c1 (stereo unspecified)	-1%	1%	0%	-4%	1%	15%	12%	i	30
Cc1nc(SCCc2ccccc2)[nH]c(=O)c1C	3.3µM*	?	-5%	3.3µM*	/	-1%	-1%	i	21
CN(C)CCCN(C(=O)c1cccs1)c1nc2ccc(F)cc2s1	-4%	/	/	?	-12%	/	/	i	/
CCN(CC)c1nc(N2CCOCC2)nc2ccccc12	-13%	-20%	11%	-5%	-50%	7%	-1%	i	0
Cc1ccc(C)c(N2CCN(C(c3ccccc3)c3nnc(-c4ccccc4F)o3)CC2)c1 (stereo unspecified)	-22%	/	/	-25%	-2%	/	/	i	/
Cc1nnc(SCC(=O)N2CCC(Cc3ccccc3)CC2)n(N)c1=O	7%	2%	0%	-28%	-3%	5%	-2%[9.24 µM]	i	-8
O=c1cc(-c2ccccc2Cl)oc2c([N+](=O)[O-])c(O)cc(O)c12	0%	-3%	0.82µM*	-12%	?	-29%	-29%	i	-74*
CCCN(C(=O)COC(=O)CNS(=O)(=O)c1ccc(NC(C)=O)cc1)C1CCS(=O)(=O)C1 (stereo unspecified)	12%	4%	-8%	?	1%	9%	8%	i	15
COc1ccc2nc3n(c(=O)c2c1)-c1ncccc1C(=O)NC3CC(C)C (stereo unspecified)	-1%	/	/	?	0%	17%	2%	i	0
CC1CN(C(=O)COC(=O)c2cc(=O)[nH]c3ccccc23)CC(C)O1 (stereo unspecified)	-9%	/	/	3%	/	2%	15%	i	2
CC(O)(c1ccccc1)c1ccc2ccccc2n1 (stereo unspecified)	0%	3%	-2%	-2%	20%	9%	-1%	i	0
COc1ccc(C(=O)N/N=C(\C)c2cccc(NC(=O)c3ccc(F)cc3)c2)c(OC)c1	?	?	12%	?	8%	-14%	-5%	i	i
O=C(OCC(=O)N1CCN(C(=O)c2ccco2)CC1)C1=COCCO1	-3%	?	6%	-14%	-1%	-5%	10%	i	20
CCOc1ccc(C(=O)CCC(=O)NCC(=O)Nc2c(C)cccc2C)cc1	?	-6%	-3%	0%	12%	3%	1%	i	-15
CC(=O)c1ccc(C(=O)N(CCN(C)C)c2nc3c(Cl)cccc3s2)cc1	-5%	?	7%	-9%	-24%	0%	-3%	i	-1
COc1ccccc1N(CC(=O)NCCc1ccccc1)C(=O)CCC(=O)Nc1ccccn1	7%	2%	8%	?	-4%	8%	11%	i	11
C=CCNC(=S)NNC(=O)c1ccc(Br)cc1	15µM*	-8%	-2%	12µM*	-3%	11%	4%	i	3
Cc1ccc(NC(=O)c2sc3nc(C)cc(C)c3c2N)cc1	-9%	19%	-5%	8%	134%[activator]	-16%	-20%	/	16
C(#Cc1ccccc1)C[N+]1(CC#Cc2cccc3ccccc23)CCCC1	16µM*	4%	?	8%	?	?	?	i	-62*
COc1ccc(OC)c(S(=O)(=O)NC(=O)C2(C)CCN2C(=O)Cc2ccccc2)c1 (stereo unspecified)	0%	/	/	0%	-4%	21%	8%	i	13
COc1ccc(Cl)cc1C(=O)NCCS(=O)(=O)N1CCN(c2ccccc2F)CC1	11%	?	?	?	-26%	-10%	-3%	i	-14
CCN(CC)CCC12CC(C)OC1=Nc1ccccc1NC2=O (stereo unspecified)	0%	/	/	3%	7%	24%	3%	i	37
CCNc1nc(NCC)nc(N/N=C(\C)c2ccc(OC)cc2)n1	-2%	-3%	12%	-17%	/	2%	0%	/	-16
COc1ccc(Cn2c(=O)c3cccnc3n(Cc3ccc([N+](=O)[O-])cc3)c2=O)cc1	?	-8%	40%	-14%	7%	-4%	-3%	i	-15
